Screening data (PubChem BioAssay)
tim23-1 inh: inhibits growth of tim23-1 mutant yeast; S. cerevisiae tim23-1 growth, BacTiter-Glo luminescence, 24 h; inhibition, % at 20 µM; 1.3% of 330,000 active; AID 463212;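 active means growth inhibition of the mutant yeast at or above 50%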;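 further: temperature-sensitive mutant grown at 25 °C; plate controls were DMSO-treated mutant yeast for no effect and medium wells lacking yeast for full effect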
APJ agonist: agonists of human APJ apelin receptor | AID 2520 | CHO-K1 APJ PathHunter beta-arrestin, luminescence; 0% DMSO wells, 100% apelin | activation, % at 20 µM | 0.11% of 330,000 active;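 active means activation more than six SD over the plate average, tested at 20 µM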;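 further: 0% = DMSO alone and 100% = apelin-13 at 10 nM; some results filed as inactive read as strong as hits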
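Assay system: CHO-K1 cells stably expressing ProLink-tagged human APJ and arrestin–beta-gal acceptor. Compound dosing: 20 µM single point, 1% DMSO. Times: 16-18 h seeding, 90 min dark compound exposure, 60 min detection. Detection: beta-gal luminescence. Evaluation: APJ–arrestin association signal. Controls: negative DMSO alone, positive Apelin-13 at 10 nM.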
tim10-1 inh: tim10-1 yeast growth inhibition | 2.2% of 330,000 active | AID 463190 | S. cerevisiae tim10-1 ts strain growth, BacTiter-Glo, 24 h | inhibition, % at 20 µM;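 active means inhibition of at least 40%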;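 further: mutant grown at 25 °C; 0% = DMSO wells with yeast and 100% = wells holding no yeast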
NALP3 yeast inh: NALP3 inhibition in yeast | inhibition, % at 10 µM | 0.39% of 330,000 active | Yeast reconstituted NLRP3/ASC/caspase-1, beta-gal luminescence, 24 h;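 active means inhibition of 50% or more; inactive means inhibition below 50%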;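 further: plate controls were induced DMSO wells for no effect and uninduced yeast grown without galactose for full effect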
UPR XBP1 act: adaptive UPR (XBP1) activation; 0.33% of 330,000 active; CHO-XBP1 luciferase reporter, IRE1-XBP1 UPR activation, luminescence; percent of tunicamycin response, DMSO as zero; activation, % at 20 µM;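 active means versus positive control, 20 µM dose yields 30% or more activation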;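 further: 100% = tunicamycin at 10 µg/mL and 0% = DMSO only wells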
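assay system = CHO-XBP1 luciferase reporter cells | amount = 1000 cells/well | buffer or medium = F12 plus 10% FBS | compound dosing = single point, 20 µM final compound, 1% DMSO | incubation = 16-18 h cell attachment at 37 °C, then 6 h compound exposure | detection = Steady-Glo luminescence read | controls = tunicamycin 10 µg/mL and vehicle-only wells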
TIM10 inh: TIM10 yeast growth inhibition; S. cerevisiae TIM10 strain growth, BacTiter-Glo luminescence, 24 h; inhibition, % at 10 µM; 1.4% of 330,000 active; AID 463195;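 active means inhibition of 40% or more at the single tested concentration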;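 further: wild-type TIM10 isogenic control strain grown at permissive 25 °C; 0% = DMSO yeast wells and 100% = minimal medium wells without yeast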
NR3A LBD binder: modulates the human NR3A ligand-binding domain | NR3A LBD differential scanning fluorimetry, Tm shift; 0% = protein alone, 100% = glycine-bound protein | Tm shift relative to glycine control, % at 25 µM | 2.5% of 340,000 active;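 active means melting temperature shift of at least 10% of the positive control shift, at one fixed dose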
CHOP UPR activ: activators of apoptotic arm of unfolded protein response (CHOP); activation, % at 10 µM; 0.34% of 330,000 active; CHO-CHOP luciferase reporter, UPR activation, luminescence; percent of tunicamycin response over DMSO baseline;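 active means at 10 µM dose, activation of 40% or more, normalized to positive control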;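 further: 100% = tunicamycin at 10 µg/mL and 0% = DMSO alone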
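assay system = CHO CHOP reporter cells | amount = 500 CHO-CHOP cells per well | buffer or medium = F12 with 10% FBS | incubation = 16-18 h cell attachment, then 6 h compound exposure, 37 °C | detection = luminescence read with Steady-Glo | read-out = percent activation relative to tunicamycin control | controls = tunicamycin high control, DMSO low control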
Mdm2 MdmX PPI: human Mdm2/MdmX binding inhibition | SaOS-2 split-luciferase Mdm2/MdmX complementation, luminescence | inhibition, % at 8 µM | AID 485346 | 3% of 330,000 active;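 active means inhibition of at least 50% at 8 µM in the primary screen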
Target sequence (O15151 whole entry, looked up): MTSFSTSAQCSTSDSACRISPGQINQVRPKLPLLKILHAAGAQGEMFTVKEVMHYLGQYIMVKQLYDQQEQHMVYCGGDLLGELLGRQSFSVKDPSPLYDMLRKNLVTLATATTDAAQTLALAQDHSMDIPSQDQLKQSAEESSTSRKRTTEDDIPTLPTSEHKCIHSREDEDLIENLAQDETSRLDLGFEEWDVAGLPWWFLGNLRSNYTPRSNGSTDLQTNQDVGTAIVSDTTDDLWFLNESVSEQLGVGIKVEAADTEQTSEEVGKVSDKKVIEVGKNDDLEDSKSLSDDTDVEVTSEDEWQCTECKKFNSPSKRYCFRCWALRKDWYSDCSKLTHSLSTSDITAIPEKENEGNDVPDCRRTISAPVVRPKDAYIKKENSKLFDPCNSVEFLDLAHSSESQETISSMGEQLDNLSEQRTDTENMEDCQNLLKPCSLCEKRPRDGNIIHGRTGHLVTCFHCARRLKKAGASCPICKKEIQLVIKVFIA
Target sequence (Q00987 whole entry, looked up): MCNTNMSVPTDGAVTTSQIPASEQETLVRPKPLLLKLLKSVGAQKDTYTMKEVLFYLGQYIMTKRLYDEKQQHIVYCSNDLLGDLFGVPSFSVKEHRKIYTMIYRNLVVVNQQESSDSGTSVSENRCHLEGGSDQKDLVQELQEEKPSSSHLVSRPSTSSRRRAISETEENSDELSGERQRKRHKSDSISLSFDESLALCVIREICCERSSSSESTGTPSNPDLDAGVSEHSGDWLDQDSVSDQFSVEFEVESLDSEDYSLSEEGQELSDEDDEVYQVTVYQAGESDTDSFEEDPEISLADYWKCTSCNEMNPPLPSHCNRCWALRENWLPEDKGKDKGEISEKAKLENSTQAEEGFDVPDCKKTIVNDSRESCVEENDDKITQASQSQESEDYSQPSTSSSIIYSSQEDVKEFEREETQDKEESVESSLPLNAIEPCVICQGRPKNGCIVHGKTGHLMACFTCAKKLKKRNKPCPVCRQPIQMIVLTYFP
* = called active by the depositor; / = not tested or not shown.

canonical_smiles	Mdm2 MdmX PPI	tim23-1 inh	CHOP UPR activ	NR3A LBD binder	NALP3 yeast inh	APJ agonist	TIM10 inh	tim10-1 inh	UPR XBP1 act
Cc1ccc2c(CN3CCCCC3C)cc(=O)oc2c1C (stereo unspecified)	-5	14	3.4	3	1	-3	-2	16	4
COc1ccc2nc(/C=N/NC(=O)CCCCCNC(=O)OC(C)(C)C)ccc2c1	-14	29	1.3	-2	25	5	17	13	-1
Cc1cc2nc3c(nc2cc1C)C(O)=C3O	2	-6	-1.1	1	15	-3	9	-4	-5
Cc1ccc(C)c(C(=O)CCC(=O)N2CCN(c3ncccn3)CC2)c1	-3	27	4.4	-2	12	-5	1	19	5
CCN(CC)S(=O)(=O)c1ccc(NC(=O)c2c(-c3ccccc3)noc2C)cc1	21	25	1.6	-11	-6	-1	9	27	-5
Cc1cc[n+](-c2[nH]c(=O)sc2/C=N/NC(=O)c2ccccc2[O-])cc1C	3	17	4.5	-1	12	-1	3	-11	-4
COc1ccc(C(=O)N[C@H]2CCCCNC2=O)cc1OC1CCN(C(C)C)CC1	16	-6	2.7	1	5	-1	-7	-9	-5
O=C1c2ccccc2C(=O)N1CCc1nc(-c2ccc(Cl)cc2)no1	-2	25	-0.6	1	-1	-2	-16	9	0
CC1=CC(c2ccc(Cl)cc2)n2ncnc2N1 (stereo unspecified)	8	7	0.2	0	22	-2	2	14	3
CCO[C@H]1OC(C(=O)NCc2ccccc2)=C[C@@H](c2cn(C(C)=O)c3ccccc23)[C@@H]1CCCO	19	11	1.5	0	-3	-2	6	14	-5
O=[N+]([O-])c1nn(-c2ccccc2)n(O)c1=NCCc1ccccc1	-7	36	1.4	1	17	4	13	20	-2
COc1ccc(CNC(=O)N2CCN(C(=O)c3ccccc3)CC2)cc1	-26	-2	1.5	0	7	3	-9	-16	5
O=C1CC(C(=O)NCCc2ccccc2)SC(=Nc2ccccc2)N1 (stereo unspecified)	-3	-2	0.0	2	14	-7	6	12	1
CN1CCN(c2ccc(S(=O)(=O)N3CCOCC3)cc2NC(=O)Cc2ccccc2F)CC1	-14	-13	4.3	3	9	0	3	-19	-1
COc1ccccc1OCC(=O)NC1CC(C)(C)NC(C)(C)C1	-9	6	1.4	0	13	-3	-11	4	-4
COc1cc(/C=N/NC(=O)c2ccoc2C)ccc1O	1	0	2.0	3	-16	1	-4	-7	0
CCn1c(COC(=O)CNC(=O)c2ccccc2)nc2cc(S(=O)(=O)N(C)C)ccc21	19	-16	-0.2	0	10	-3	-1	4	-2
COc1ccc(C(=O)COc2ccc3ccc(=O)oc3c2)c(OC)c1	29	0	-1.6	1	22	-1	2	7	-1
O=C(O)COc1ccc(/C=N/NC(=O)C2CCCN2S(=O)(=O)c2ccc(Cl)cc2)cc1 (stereo unspecified)	9	9	-1.6	0	12	-1	-5	3	-5
CCOC(=O)NC(=O)CSc1nc2ccc([N+](=O)[O-])cc2[nH]1	17	4	0.9	-2	12	-2	-11	-7	-3
CCOC(=O)C1(Cc2cccc(OC)c2)CCN(Cc2ccccc2OC)CC1	18	11	-0.6	-2	-4	-3	-1	27	-3
COc1cc(C(=O)NCc2ccc(F)cc2)cc(Cl)c1OC	10	23	-0.9	0	4	-1	15	20	-1
CCOc1ccccc1NC(=O)CN1CCN(Cc2ccccc2)CC1	-18	10	-0.4	3	1	-4	7	-13	-3
CCOC(=O)C1CCCN(C(=O)C2c3ccccc3Oc3ccccc32)C1 (stereo unspecified)	10	39	-0.9	-1	9	-1	16	31	2
CCCn1c(SCC(=O)c2cc(C)ccc2C)n[nH]c1=O	-29	19	0.5	1	30	-2	15	26	3
CC(C)C(c1nnnn1Cc1ccc(F)cc1)N1CCN(c2ccc(O)cc2)CC1 (stereo unspecified)	-21	33	6.8	1	5	0	12	30	0
Cc1cccc(CN2C(=O)/C(=C\c3ccc(C(=O)NCCCN4CCN(C)CC4)cc3)Oc3ccccc32)c1	100*	62*	11	/	18	-1	5	44*	14
COc1ccc(/C=C/C(=O)NCc2ccccn2)cc1OC	20	-4	-1.2	-1	11	1	-7	-26	-6
COC(=O)c1cccc(-n2c(=O)n(Cc3ccccc3)c(=O)c3[nH]cnc32)c1C	20	9	0.1	1	14	-4	-2	8	-2
O=C(CN1C(=O)/C(=C\c2cccc(Cl)c2)Sc2ccccc21)NCCCN1CCOCC1	25	21	3.9	-1	1	0	10	27	-1
O=c1[nH]cc(N(CCO)CCO)c(=O)[nH]1	2	13	0.7	1	4	-3	-7	-8	-4
Cc1oc(-c2ccc(Cl)cc2)cc1C(=O)NC1CCN(Cc2ccccc2)CC1	60*	25	6.2	0	29	-3	7	7	-4
Cc1cc(C(=O)c2ccccc2)c(NC(=O)CN2CCOCC2)s1	3	8	-1.9	2	26	-1	-2	12	-1
O=C(COC(=O)Cc1cccs1)Nc1ccccc1F	8	1	0.2	0	16	-2	4	4	0
COc1nccnc1NS(=O)(=O)c1ccc(N=Cc2c(C)[nH]n(-c3ccc(Cl)cc3)c2=O)cc1	8	15	3.7	/	-5	-4	9	20	3
O=C(OCC(=O)N1CCC(c2ccccc2)=N1)c1ccc(Cl)s1	-10	39	2.3	-1	23	-1	13	12	1
O=C(Nc1ccccc1N1CCOCC1)C1CCN(S(=O)(=O)c2ccc(F)cc2)CC1	-12	11	-0.5	-8	8	1	0	8	-3
CC1CCN(S(=O)(=O)c2cn(CC(=O)Nc3ccc(C#N)cc3)cn2)CC1	6	7	-0.3	4	9	2	-5	4	-2
O=C(CSc1oc(-c2ccccc2)nc1S(=O)(=O)c1ccc(F)cc1)NCC1CCCO1 (stereo unspecified)	10	3	0.2	1	7	1	14	12	-3
CCOC(=O)C1CCN(C(=O)COC(=O)/C=C/c2ccc([N+](=O)[O-])cc2)CC1	17	13	-1.6	-3	11	-1	8	12	-3
Cc1nnc(N2C(=O)C(O)=C(C(=O)c3ccco3)C2c2ccc(C(C)C)cc2)s1 (stereo unspecified)	-12	5	1.3	-2	27	-2	-4	0	0
Cc1cc(C)c(S(=O)(=O)c2ccc(F)cc2C)c(Cl)n1	-3	8	0.2	2	6	-2	2	3	4
COc1cc(/C=N/NC(=O)CNC(=O)c2ccncc2)ccc1O	21	-4	-0.9	-1	0	2	11	1	-3
O=C(COC(=O)Cn1cnc2ccccc21)NCCc1ccc(Cl)cc1	4	10	1.7	-1	-6	-1	7	7	0
CN(C(=O)C1CCOC1)c1nnc(C2CCOC2)s1 (stereo unspecified)	5	8	1.1	4	12	-2	-10	1	-2
CCC(=O)Nc1cccc(-c2cn3ccccc3n2)c1	13	2	2.7	-2	8	0	3	5	1
CCC(C)(C(=O)NC1CCCCC1)N(C(=O)c1ccccn1)c1ccccc1 (stereo unspecified)	-2	20	1.4	-1	10	-2	-4	19	1
Cc1ccc(N(CC(=O)NC2CCCCC2)C(=O)CCCC(=O)Nc2ccccn2)c(C)c1	16	0	1.4	-1	7	-1	11	6	1
CCc1cc2c3c(c1)/C(=C1/SC(N)=NC1=O)C(=O)N3C(C)(C)C=C2C	14	21	-0.7	8	22	-1	17	13	6
COc1ccc(C(F)(F)F)cc1NC(=O)c1nc2nc(C)cc(C(F)F)n2n1	6	7	-4.5	9	12	1	-16	-4	-6

(next part)
canonical_smiles	Mdm2 MdmX PPI	tim23-1 inh	CHOP UPR activ	NR3A LBD binder	NALP3 yeast inh	APJ agonist	TIM10 inh	tim10-1 inh	UPR XBP1 act
Cc1ccc(C(=O)NCc2ccco2)cc1	-11	13	0.7	1	8	0	-6	0	-4
COc1ccccc1N(CC(=O)N1CCN(c2ccccc2)CC1)S(=O)(=O)c1ccc(C)cc1	-7	25	1.4	2	3	8	10	19	-3
COc1ccc(C(=O)Nc2ccc(C3(C#N)CCCC3)cc2)cc1	-35	14	4.5	-21	5	4	15	18	-2
CCc1cccc(OCC(=O)Nc2ccc(S(=O)(=O)N3CCCC3)cc2)c1	20	28	0.8	-9	1	10	34	35	-2
CC1CCCCC1NC(=O)C1CCC(CNc2c(N3CCCCC3)c(=O)c2=O)CC1 (stereo unspecified)	-1	9	-2.3	-2	-13	-1	-15	5	-3
COc1ccc(NC(=O)CN2C(=O)CSc3ccc(S(=O)(=O)N4CCC(C)CC4)cc32)cc1	18	-3	0.5	-3	2	-2	-5	6	-6
CC(=O)c1ccc(S(=O)(=O)N2CCN(S(=O)(=O)c3ccccc3C(F)(F)F)CC2)cc1	15	6	2.9	-1	14	-1	29	-16	-3
COc1cccc(N2CCN(Cc3nc4ccccc4c(=O)[nH]3)CC2)c1	5	8	0.2	0	28	0	-4	-8	-2
O=C(COc1ccc(S(=O)(=O)N2CCCC2)cc1Cl)N1CCN(c2ccccc2)CC1	-18	17	-2.0	/	8	-1	21	31	-6
COC(=O)CNc1c(-c2ccccc2)nc2ccc(Br)cn12	-24	38	0.3	-1	11	-1	30	34	0
Cc1ccc(Nc2nc(N)c([N+](=O)[O-])c(NCc3ccco3)n2)cc1	16	27	6.2	-3	14	-2	3	3	5
CCCCCCCCCCCC(=O)NC1CCS(=O)(=O)C1 (stereo unspecified)	13	31	0.5	0	11	1	4	36	-1
O=C(NCc1cccnc1)c1ccccc1NC(=O)c1c(F)cccc1F	12	1	-1.8	0	11	-3	1	0	-8
Cc1ccccc1NC(=O)CNc1ccccc1N1CCCCC1	-7	36	0.4	0	11	-5	40	40	-2
COc1ccc(CN(C(=O)c2snc(C(N)=O)c2N)C(C(=O)NC2CCCC2)c2ccco2)cc1 (stereo unspecified)	31	12	0.1	-2	4	-4	14	19	-1
Cc1cc(=O)n2c(C(=O)Nc3ccc(C(=O)OC(C)C)cc3)c(C(=O)Nc3ccccc3)sc2n1	42	19	-0.4	4	23	-3	13	15	1
COc1ccc(C2=NN(C(=O)CSc3nc4ccccc4s3)C(c3ccc(F)cc3)C2)cc1 (stereo unspecified)	7	28	0.8	2	-2	-2	24	27	0
COc1ccc(/C=C2\SC(=S)N(CCCCCC(=O)Nc3cc(C)on3)C2=O)cc1OC	66*	-2	0.6	4	14	-1	-11	6	5
Cc1ccc(C)c(Cn2c(=O)n(CCCC(=O)NCc3ccco3)c(=O)c3sccc32)c1	36	-6	0.0	-2	9	-4	-8	13	0
C#CCOc1ccccc1/C=N/NC(=O)c1ccccc1OCc1ccccc1	11	9	1.4	-1	3	-2	1	-15	9
Cc1cc([N+](=O)[O-])ccc1NC(=O)CCC(=O)N1CCCCC1	15	19	0.5	-1	6	5	4	2	2

Rewritten as labelled records: entries from further up.
> Cc1ccc(Nc2nc(N)c([N+](=O)[O-])c(NCc3ccco3)n2)cc1
  Mdm2 MdmX PPI: 16
  tim23-1 inh: 27
  CHOP UPR activ: 6.2
  NR3A LBD binder: -3
  NALP3 yeast inh: 14
  APJ agonist: -2
  TIM10 inh: 3
  tim10-1 inh: 3
  UPR XBP1 act: 5

> Cc1ccccc1NC(=O)CNc1ccccc1N1CCCCC1
  Mdm2 MdmX PPI: -7
  tim23-1 inh: 36
  CHOP UPR activ: 0.4
  NR3A LBD binder: 0
  NALP3 yeast inh: 11
  APJ agonist: -5
  TIM10 inh: 40
  tim10-1 inh: 40
  UPR XBP1 act: -2
